# PG9 binder = PG9 antibody binding by small molecule; inhibition, % at 6.7 µM; TR-FRET gp120-PG9 antibody binding; actives 0.43% (n = 360,000); in the data active = inhibition above about 8.5%
# HGIII-sPLA2 inh = Blocks human group III sPLA2 activity. actives 0.56% (n = 370,000). QFRET BODIPY PC-A2 liposome hydrolysis, fluorescence. AID 743126. Q9NZ20. inhibition, % at 12.2 µM;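 active = inhibition above mean plus 3 SD of compounds lying within the high and low control bounds, cut at about 19% in these data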;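 also: 0% = median of test compound wells and 100% = no enzyme DMSO wells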
# Target sequence (Q9NZ20 whole entry, looked up): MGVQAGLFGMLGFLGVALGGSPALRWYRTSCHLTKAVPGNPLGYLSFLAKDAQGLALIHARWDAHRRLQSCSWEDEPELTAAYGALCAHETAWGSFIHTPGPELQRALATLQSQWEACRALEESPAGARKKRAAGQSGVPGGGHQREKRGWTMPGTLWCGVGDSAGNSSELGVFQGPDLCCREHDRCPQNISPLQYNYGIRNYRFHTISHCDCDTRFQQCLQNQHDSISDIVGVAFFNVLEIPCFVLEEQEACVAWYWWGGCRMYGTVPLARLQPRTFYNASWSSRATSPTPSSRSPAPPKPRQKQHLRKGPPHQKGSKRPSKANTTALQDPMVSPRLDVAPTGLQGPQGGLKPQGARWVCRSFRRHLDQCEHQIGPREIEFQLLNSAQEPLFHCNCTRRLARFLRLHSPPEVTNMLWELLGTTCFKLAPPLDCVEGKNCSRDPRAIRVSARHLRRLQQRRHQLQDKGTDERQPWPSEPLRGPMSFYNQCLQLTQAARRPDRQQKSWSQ
# GAA850 FXN act = activators of GAA850 frataxin (FXN) promoter | HEK293 lucGAA850 FXN promoter luciferase reporter, 24 h; percent of 10 µM SAHA response | activation, % at 6 µM | actives 0.56% (n = 360,000);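 active = activation above the average of all compounds screened plus 3 SD, cutoff fixed separately per campaign, cut at about 7.5% in these data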;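 also: 0% = DMSO wells and 100% = 10 µM SAHA wells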
# DAX1 inh-1 = inhibitors of DAX1 repression of SF-1 activated StAR promoter; HEK293T StAR-luciferase reporter, SF-1/DAX-1 repression relief; inhibition, % at 6.8 µM; actives 1.1% (n = 370,000); AID 652010;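 active = inhibition above the mean over all tested compounds plus 3 SD, cut at about 3.6% in these data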;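 also: 0% = DAX-1 cells with DMSO and 100% = cells lacking DAX-1 with DMSO; higher inhibition means more luminescence from relief of DAX-1 repression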
# hgDAF12 agonist = hgDAF-12 agonism, primary luciferase screen; HEK293 GAL4-hgDAF12 UAS-luciferase reporter, agonist luminescence; normalized to butyrate control; activation, % at 6.8 µM; actives 1.8% (n = 370,000);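 active = activation above a cutoff set at the mean of all screened compounds plus 3 SD, cut at about 10% in these data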;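 also: 0% = DMSO wells and 100% = sodium butyrate wells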
# ssDAF12 agonist = activators of S. stercoralis DAF-12 nuclear receptor; HEK293 ssDAF-12/GRIP1 lit1-tk-luc reporter, luminescence; % of 3 µM dafachronic acid response; actives 1% (n = 370,000); activation, % at 6.8 µM;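 active = activation above the mean over all tested compounds plus 3 SD, cut at about 0.9% in these data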;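 also: 0% = DMSO-only wells and 100% = 3 µM delta7-dafachronic acid wells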
# hcDAF12 agonist = activates DAF-12 receptor from parasite H. contortus; HEK293 hcDAF-12 lit1-tk-luc reporter, luminescence; 0% DMSO, 100% Δ7-dafachronic acid; activation, % at 6.8 µM; actives 1.4% (n = 370,000); AID 652067;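 active = activation above the mean of all tested compounds plus 3 SD, cut at about 5.5% in these data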;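 also: 100% = response to 3 µM Δ7-dafachronic acid high control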
# PLC-beta3 inh = inhibitors of human phospholipase C beta3. Q01970. Purified PLC-beta3, fluorogenic substrate, fluorescence. AID 720704. actives 0.18% (n = 370,000). inhibition, % at 12.2 µM; in the data active = inhibition above about 11%;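 also: 0% = median of compound wells on plate and 100% = full blocker control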
# Rev-erbA mod = modulators of human Rev-erb alpha DNA binding | P20393 | Rev-erbα–FITC-DNA binding, fluorescence polarization, 90 min | activity, % at 10 µM | actives 0.79% (n = 370,000);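 active = activity above about 14%, limit read from the data; passing the limit was not always enough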;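 also: 0% = DMSO wells with 35 nM protein and 100% = DMSO wells with 750 nM protein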
# DAX1 inh-2 = inhibits human nuclear receptor DAX1. P51843. AID 504766. actives 0.99% (n = 340,000). inhibition, % at 6.75 µM. HEK293 Gal4-DAX1 luciferase reporter, luminescence;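 active = inhibition above the mean over all tested compounds plus 3 SD, cut at about 4.2% in these data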;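 also: 0% = DAX1-transfected cells with DMSO and 100% = empty-vector control cells with DMSO; inhibition shows as a rise in luminescence from relieved DAX1 repression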
# Target sequence (P51843 207-470 limits assumed): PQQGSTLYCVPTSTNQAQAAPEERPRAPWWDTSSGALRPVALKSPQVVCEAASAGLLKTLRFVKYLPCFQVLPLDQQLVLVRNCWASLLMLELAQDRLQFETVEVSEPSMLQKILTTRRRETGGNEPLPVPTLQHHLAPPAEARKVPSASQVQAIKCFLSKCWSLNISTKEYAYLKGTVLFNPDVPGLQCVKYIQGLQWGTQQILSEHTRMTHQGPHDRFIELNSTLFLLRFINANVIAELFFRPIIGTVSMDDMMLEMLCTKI
# SMARCA2 activ = activators of SMARCA2 function; activation, % at 9.1 µM; actives 1% (n = 370,000); MG213 cells, MMTV-luciferase reporter, dexamethasone, overnight; in the data active = activation above about 7.8%;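 also: 0% = vehicle wells and 100% = reference activator wells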
# Active calls of the source: *; · = no result given.
SMILES,PG9 binder,HGIII-sPLA2 inh,GAA850 FXN act,DAX1 inh-1,hgDAF12 agonist,ssDAF12 agonist,hcDAF12 agonist,PLC-beta3 inh,Rev-erbA mod,DAX1 inh-2,SMARCA2 activ
CC(=O)C(C)Oc1ccc(Cc2ncc(C(F)(F)F)cc2Cl)cc1 (stereo not drawn),0.8,4,0.4,0.1,1.0,-2.3,1.3,-5,-5,1.3,1
O=C(O)CSCC(=O)Nc1ccccn1,-2.4,1,0.4,0.7,0.0,-1.2,-1.7,-17,0,5.4*,-2
O=S(=O)(Cc1cc(-c2ccccc2)no1)c1ccccc1,-0.1,-12,4.3,2.6,9.6,-0.7,-0.1,1,-2,-1.1,3
COc1ccc(C(NC(=O)/C=C/c2ccco2)c2ccc(OC)cc2)cc1,-1.2,-6,4.3,-0.5,0.7,-1.3,-1.2,-5,1,-2.0,-3
COc1cccc(-c2noc(Cn3nc(C)c([N+](=O)[O-])c3C)n2)c1,-1.4,1,1.8,-0.3,1.3,-1.1,-1.6,1,4,-1.1,-2
CCn1c(-c2cccnc2Cl)nc2cc(Cl)c(Cl)cc21,1.7,-4,5.2,-0.2,0.6,-1.6,-1.1,-20,-6,0.2,3
Cc1ccc(NC(=O)CN(C)C(=O)/C=C/c2cccc(F)c2)cc1,-0.6,-7,-1.8,-0.6,-1.5,-1.1,-1.2,-9,-4,1.1,-1
Cc1nc2ccc(C(=O)N3CCN(C(=O)C(C)(C)C)CC3)cc2n1C1CCCC1,·,3,·,1.2,-0.4,-1.2,-2.9,4,8,·,-3
Cc1ccccc1SCC(=O)Nc1ccc(N2CCOCC2)cc1,-0.5,-2,1.9,0.4,-0.1,-1.4,1.9,-10,-3,-0.2,1
COc1ccc(CCNC(=O)CCN2C(=O)COc3ccccc32)cc1OC,-2.5,6,2.0,-0.5,-1.9,-1.3,-3.4,1,-3,-0.1,-2
Cc1ccc(NC(=O)CN2C(=O)S/C(=C\c3cccn3-c3cccc(C(=O)O)c3)C2=O)cc1C,-3.0,0,-1.2,0.2,5.0,-0.6,-0.4,-2,0,-0.4,-3
COc1ccc(C(=O)CC(C(=O)O)c2ccc3c(c2)OCO3)cc1OC (stereo not drawn),-0.5,-3,0.4,-0.2,-1.8,-1.2,0.5,-3,-3,-0.1,3
O=C(COc1ccc(C(=O)c2ccc(F)cc2)cc1)NCc1ccc(F)cc1,-4.3,0,3.6,-1.4,-0.3,-0.9,-3.5,1,-6,-2.1,0
CN(Cc1ccccc1)C(=O)COC(=O)C12CC3CC(CC(Br)(C3)C1)C2,2.1,3,1.1,-0.5,-1.5,0.1,-0.1,-1,-1,-1.8,-1
Cc1ccccc1NC(=O)Cc1nc(COC(=O)CCC(=O)c2ccccc2)cs1,-0.7,-37,1.4,-0.6,-0.4,-0.9,0.5,-5,-5,-0.1,-4
COC(=O)c1ccc(/C=N\N2CCN(Cc3ccc(C)cc3)CC2)cc1,-0.8,5,0.9,0.2,3.6,-1.7,-1.1,4,5,-0.6,0
O=C(Cn1cc(COc2ccccc2[N+](=O)[O-])nn1)c1ccc(O)cc1,-2.2,-34,-1.6,1.8,-0.7,-1.0,1.8,-1,6,-1.1,-1
CC(C)(C)NC(=O)C(c1ccc(Cl)cc1)N(CCO)C(=O)c1snc(C(N)=O)c1N (stereo not drawn),-1.7,-1,-1.6,0.0,-3.1,-0.1,-1.6,-53,3,-1.8,-4
C=C(C)CNC(=S)N/N=C/c1ccc(NC(C)=O)cc1,-0.8,2,-1.0,-0.2,-0.1,-1.8,-0.5,-3,-6,-0.1,-2
O=C(CN1CCN(S(=O)(=O)c2ccc(F)c(Cl)c2)CC1)N1CCc2ccccc21,-0.1,3,0.5,0.9,1.5,-1.0,-1.4,-5,-2,-0.7,-2
COc1ccc(C(=O)COC(=O)CN2CC(=O)Oc3ccccc32)cc1Br,0.0,-2,1.8,-0.8,-1.4,-0.8,-1.5,2,2,0.4,-3
C=CCNC(=S)N1CCC2CC1c1c(Cl)cccc12 (stereo not drawn),-0.8,7,-0.4,1.2,-2.5,-0.9,-1.4,-2,-1,1.0,-1
O=C(Nc1ccc(CN2CCOCC2)cc1)c1ccc2ccccc2c1,-0.6,-4,5.2,2.3,13*,-0.5,1.9,-10,5,0.4,2
COc1cccc(OC)c1C(=O)NNC(=O)c1ccccc1-n1cccc1,0.3,3,-2.4,-0.4,-0.1,-0.9,-0.8,1,-4,1.4,1
COc1cc(NS(=O)(=O)c2ccc(NC(=S)NC(=O)COc3ccccc3OC)cc2)nc(OC)n1,1.5,6,1.3,-1.3,-1.7,-1.6,-1.6,-4,1,4.7*,4

# Later entries.
SMILES,PG9 binder,HGIII-sPLA2 inh,GAA850 FXN act,DAX1 inh-1,hgDAF12 agonist,ssDAF12 agonist,hcDAF12 agonist,PLC-beta3 inh,Rev-erbA mod,DAX1 inh-2,SMARCA2 activ
OCCCn1c(C2CCCN2c2nc(-c3ccc(F)cc3)cs2)nc2cc(C(F)(F)F)ccc21 (stereo not drawn),-0.9,7,1.2,-0.3,-1.5,-1.1,1.5,5,0,0.6,0
COc1ccc(Cl)cc1N/C(N)=N/c1nc(C)cc(C)n1,-1.2,12,-1.3,0.0,3.9,-0.7,-0.3,3,1,-0.3,5
O=C(Nc1ccccc1N1CCOCC1)c1cc(Cl)c2c(c1)OCO2,0.1,-4,0.5,-0.7,3.1,-1.3,-0.5,-8,6,-1.2,5
Cc1c(Cl)cccc1NC(=S)NCC(C)C,-0.1,7,0.7,-0.7,-0.2,-1.3,-1.1,1,5,-1.0,1
Cc1nc2ccc(NC(=O)NC(=O)c3c(Cl)cccc3Cl)cc2o1,-3.2,-8,4.1,0.2,2.7,-1.4,4.4,-5,-6,2.6,0
COC(=O)[C@]12C[C@H](CC(=O)NCC3CCCCC3)C(=O)N(Cc3ccccc3)C1=C[C@H](C1CCCC1)O[C@@H]2C,0.6,-12,·,-0.4,-0.3,-0.1,0.6,1,0,·,0
CCN(CC)S(=O)(=O)c1ccc2[nH]cc(C(=O)NCCc3ccc(OC)c(OC)c3)c(=O)c2c1,-1.5,-8,2.0,-0.4,-0.6,-1.3,-0.9,1,3,-0.9,-4
Cc1cc(C(=O)N2CCCC(C(=O)c3cc(F)ccc3F)C2)c(C)o1 (stereo not drawn),1.6,6,4.7,-0.5,0.0,-1.7,-1.8,-10,3,-1.9,3
CC(C)CN1C(=O)C(=O)N(CC(=O)NCCCc2ccccc2)C1=O,2.1,1,-1.5,-0.2,1.7,-0.9,-2.4,0,5,0.2,-2
CCOC(=O)[C@H]1[C@H]2COc3ccc(Cl)cc3[C@@H]2N2C(=O)CN(CC3CCCO3)C(=O)[C@@]12C (stereo partly drawn),-0.7,-9,-0.7,0.0,-1.4,-1.3,-1.2,-3,-6,-1.7,1
OC(CCN1CCC2(CC1)OCCO2)C(F)(F)F (stereo not drawn),0.1,-3,1.9,-0.2,0.3,-1.6,-0.3,-3,5,0.3,-2
N#Cc1ccc(OCC(=O)N2CCN(S(=O)(=O)c3cccc(Cl)c3)CC2)cc1,-1.6,-12,1.5,-1.4,-2.2,-1.6,0.1,1,0,-0.9,3
CC(OC(=O)c1nccnc1N)C(=O)Nc1ccc(S(=O)(=O)N2CCCC2)cc1 (stereo not drawn),-0.8,9,1.7,0.5,-1.2,-1.0,-1.3,-312,-4,4.6*,-2
O=C(Nc1cccc(-c2cc3ccccc3oc2=O)c1)c1ccc(Br)o1,2.1,-5,2.4,-0.5,1.3,-1.3,3.2,-28,-2,-0.5,0
CN(C)CCNC(=O)C(=O)NCC1OCCN1S(=O)(=O)c1ccc(F)cc1 (stereo not drawn),0.6,5,0.5,-0.2,-1.6,-1.2,-0.1,4,-1,0.5,6
COc1cc(C(=O)CSc2nnc(-c3ccc(O)cc3)n2CC2CCCO2)ccc1NC(C)=O (stereo not drawn),-1.5,3,1.3,-0.3,-1.2,-1.6,-0.2,-1,2,-0.2,-3
Cc1nnc(C)n1/N=C/c1ccc(C(=O)O)cc1,2.9,2,2.1,0.3,-0.8,-1.4,-0.2,5,0,0.3,-2
CC1C=CC(C)C(C(=O)O)C1C(=O)O (stereo not drawn),0.7,4,-0.5,-0.5,-1.9,-1.2,-0.5,5,0,0.0,-3
CCn1nnc2c(=O)oc3ccccc3c21,-1.8,-1,-0.5,0.4,-0.8,-0.7,0.5,3,5,-0.8,-4
CN(C)N1C(N)=C(C#N)C(c2cccnc2)C2=C1CCCC2=O (stereo not drawn),-1.5,-8,-0.5,0.1,0.7,-0.6,1.9,-5,-2,0.6,0
Cc1ccc2nc(-c3ccc(NC(=O)Cc4cccs4)cc3)[nH]c2c1,1.3,1,2.4,2.6,9.9,-0.3,1.3,-226,6,2.9,4
CSc1cccc(NC(=O)C2C3C=CC4(O3)C2C(=O)N(CCCN2CCOCC2)C4C(=O)NC2CCCCC2)c1 (stereo not drawn),-1.1,-3,1.4,-0.3,0.5,-0.6,-1.2,-5,4,-0.7,1
O=C(Cc1ccccc1F)Nc1nc(-c2cccs2)cs1,-0.5,-8,0.0,0.7,1.3,-0.5,1.3,0,6,2.1,2
COc1ccccc1C=NN=C1c2ccccc2-c2ccccc21,-1.2,1,-0.4,-0.8,-1.3,0.3,0.6,-1,4,1.1,0
O=C(NCc1ccccc1)Nc1cccn(Cc2ccc(Cl)cc2)c1=O,-0.3,-3,-0.1,-0.5,-0.7,-0.3,-1.3,2,3,-0.6,-2

# Copied from the list:
# Under PLC-beta3 inh, `COc1ccccc1C=NN=C1c2ccccc2-c2ccccc21` has the entry -1
# Under hcDAF12 agonist, `N#Cc1ccc(OCC(=O)N2CCN(S(=O)(=O)c3cccc(Cl)c3)CC2)cc1` has the entry 0.1

# The list continues.
SMILES,PG9 binder,HGIII-sPLA2 inh,GAA850 FXN act,DAX1 inh-1,hgDAF12 agonist,ssDAF12 agonist,hcDAF12 agonist,PLC-beta3 inh,Rev-erbA mod,DAX1 inh-2,SMARCA2 activ
O=C(Nc1nccs1)c1ccc(-c2ccc([N+](=O)[O-])cc2)o1,4.3,-2,4.5,2.0,18*,0.5,3.5,-9,-24,0.3,6
C/C(=N\NC(=S)Nc1c(C)cccc1C)c1ccc(O)cc1,-1.4,-2,-0.5,0.0,-1.2,-1.6,-1.1,-4,-9,-1.0,-2
O=C(CCN1C(=O)[C@H]2CC=CC[C@H]2C1=O)NCc1nc(-c2ccccc2)no1,1.0,3,0.8,-0.6,2.6,-0.7,-2.1,-14,-5,0.0,0
CCOC(=O)c1sc(NC(=O)CN2CCCC2)c(C(=O)OCC)c1C,-2.5,-3,0.5,-0.9,2.0,-1.2,-1.8,2,19,-0.6,1
O=C1CC2(CCCC2)Oc2ccccc21,-0.2,-4,1.1,0.4,0.2,-0.8,-0.7,-44,-2,0.2,0
O=c1c(-c2ccco2)[n+]([O-])c2ccccc2n1OCc1c(F)cccc1F,-2.4,5,0.8,0.4,1.1,0.3,4.9,-26,-4,0.2,-2
c1ccc(CN2CCN(c3ncnc4c3[nH]c3ccccc34)CC2)cc1,1.2,-14,-0.3,-2.6,-13,-2.7,-4.7,-79,0,-5.0,-9
O=C(NC1CCN(C(=S)Nc2ccc(F)cc2)CC1)c1ccco1,-4.4,1,2.2,0.1,1.9,-1.2,-0.6,1,0,1.1,1
Cc1c[n+]([O-])cc(C)c1Oc1ccccc1,0.4,-1,-0.2,-0.7,0.5,-1.1,-1.1,-1,-7,0.8,1

# Compound activity as filed in PubChem.
